# ULK1 primary: blocks human autophagy kinase ULK1. O75385. 1.9% of 30,000 active. AlphaScreen Atg13 phosphorylation by ULK1, luminescence. inhibition, % at 5.96 µM; in the data active = inhibition above about 43%;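 also: 0% = median of compound wells and 100% = no enzyme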
# Target sequence (O75385 whole entry, looked up): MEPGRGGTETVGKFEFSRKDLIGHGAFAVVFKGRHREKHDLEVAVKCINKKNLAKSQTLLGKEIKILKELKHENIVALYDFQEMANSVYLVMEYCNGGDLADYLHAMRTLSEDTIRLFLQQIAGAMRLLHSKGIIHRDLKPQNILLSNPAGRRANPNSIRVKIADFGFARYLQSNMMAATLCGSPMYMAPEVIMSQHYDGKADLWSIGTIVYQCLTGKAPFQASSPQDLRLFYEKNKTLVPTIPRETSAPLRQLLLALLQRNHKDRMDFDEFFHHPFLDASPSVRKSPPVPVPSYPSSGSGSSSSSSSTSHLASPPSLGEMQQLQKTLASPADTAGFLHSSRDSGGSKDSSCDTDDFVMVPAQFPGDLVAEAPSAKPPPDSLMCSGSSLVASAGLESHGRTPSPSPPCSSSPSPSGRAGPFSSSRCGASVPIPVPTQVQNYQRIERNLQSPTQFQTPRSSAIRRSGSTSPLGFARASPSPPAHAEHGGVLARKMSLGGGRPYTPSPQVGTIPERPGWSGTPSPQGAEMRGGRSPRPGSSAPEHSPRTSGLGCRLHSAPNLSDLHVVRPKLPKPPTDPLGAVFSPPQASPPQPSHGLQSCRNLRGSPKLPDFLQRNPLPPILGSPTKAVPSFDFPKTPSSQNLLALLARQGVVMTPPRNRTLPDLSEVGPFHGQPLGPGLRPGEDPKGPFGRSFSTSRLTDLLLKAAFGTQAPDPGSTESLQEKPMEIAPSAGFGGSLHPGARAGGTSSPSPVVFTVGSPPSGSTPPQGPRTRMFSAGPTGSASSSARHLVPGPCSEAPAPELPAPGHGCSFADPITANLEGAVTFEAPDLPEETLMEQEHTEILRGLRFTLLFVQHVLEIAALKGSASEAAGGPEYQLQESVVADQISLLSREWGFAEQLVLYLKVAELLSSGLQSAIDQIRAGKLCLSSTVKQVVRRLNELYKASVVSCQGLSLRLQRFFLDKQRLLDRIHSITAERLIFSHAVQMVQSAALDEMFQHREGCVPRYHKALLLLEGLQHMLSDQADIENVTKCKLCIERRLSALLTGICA
# ASK1 inh: inhibitors of human ASK1 kinase; Q99683; AlphaScreen MKK6 phosphorylation by ASK1, luminescence; inhibition, % at 7.44 µM; 0.99% of 22,000 active; AID 1159602; in the data active = inhibition above about 35%;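 also: 0% = median of compound wells and 100% = no enzyme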
# * marks the source's active call; other numbers are inactive results; nt = no result given; & = joins results of further samples.
ULK1 primary	ASK1 inh	structure
-6	13	Nc1nccc(-c2cc(F)c3nc(C4COc5ccc(C(=O)NC6CC6)cc5C4)[nH]c3c2)n1 (configuration not stated)
-6	16	COc1cc(Nc2nc(NCc3cccc(C(F)(F)F)c3)c3ncn(-c4ccsc4)c3n2)cc(OC)c1OC
-42	nt	CC(NC(=O)c1ccccc1)c1cccs1 (configuration not stated)
-5	1	CC(=O)c1cccc(-c2ncc(C)c(NCCN3CCOCC3)n2)c1
-21	-6	FC(F)(F)c1ccc(Cn2cnc3c(Nc4ccc(N5CCOCC5)cc4)nc(Cl)nc32)cc1
10	-13	O=C(NCc1cccnc1)c1csc(NCCN2CCOCC2)n1
3	-5	O=C(Nc1cc(-c2ccncc2)c[nH]c1=O)c1ccc2c(c1Cl)OCO2
5	-17	O=C1CCCN1CCCNc1ccnc(Nc2ccccc2)n1
-12	3	Cn1ccc2cc(-c3cc(N)nc(N)n3)ccc21
-5	11	CN1CCN(C(=O)c2ccc(-c3nc(NCc4ccccc4)c4ncn(-c5ccccc5)c4n3)cc2)CC1
11	-17	O=C(NCCCN1CCCC1=O)c1ccc2nc(-c3ccc(C(=O)NC4CC4)cc3)sc2c1
6	-1	CN1CCN(C(=O)c2ccc(-c3ccc(C(=O)NCc4cccnc4)s3)cc2)CC1
5	5	COc1ccc(-c2ncc(C(=O)NCCCN3CCCC3=O)s2)cc1
-21	12	O=C1CCCN1CCn1cnc2c(Nc3ccc(N4CCOCC4)cc3)nc(-c3ccc(N4CCOCC4)nc3)nc21
-2	1	COC(=O)Cc1cccc(Nc2nccc(-c3ccc(S(C)(=O)=O)cc3)n2)c1
-3	55*	Cc1cc(NCCc2ccc(O)cc2)nc(Nc2cccc(N(C)C)c2)n1
-6	nt	Cc1ccc(Nc2nc(C(=O)N3CCC(C)CC3)cs2)cc1
-3	nt	CCc1ccccc1N(CC(=O)N(CC)CC)S(=O)(=O)c1ccc(C)cc1
-2	-8	Nc1ccnc(Nc2ccc(N3CCOCC3)cc2)n1
5	nt	CCN(CC)c1ccc(N=Nc2n[nH]c(C)c2[N+](=O)[O-])cc1

# Given as tab-separated lines: part of the list above.
SMILES	ULK1 primary	ASK1 inh
Cc1ccc(Nc2nc(C(=O)N3CCC(C)CC3)cs2)cc1	-6	nt
CCc1ccccc1N(CC(=O)N(CC)CC)S(=O)(=O)c1ccc(C)cc1	-3	nt

# 7 of these compounds, reformatted:
compound	ULK1 primary	ASK1 inh
CCN(CC)c1ccc(N=Nc2n[nH]c(C)c2[N+](=O)[O-])cc1	5	nt
CCc1ccccc1N(CC(=O)N(CC)CC)S(=O)(=O)c1ccc(C)cc1	-3	nt
O=C1CCCN1CCn1cnc2c(Nc3ccc(N4CCOCC4)cc3)nc(-c3ccc(N4CCOCC4)nc3)nc21	-21	12
Cc1ccc(Nc2nc(C(=O)N3CCC(C)CC3)cs2)cc1	-6	nt
CN1CCN(C(=O)c2ccc(-c3ccc(C(=O)NCc4cccnc4)s3)cc2)CC1	6	-1
Nc1ccnc(Nc2ccc(N3CCOCC3)cc2)n1	-2	-8
COC(=O)Cc1cccc(Nc2nccc(-c3ccc(S(C)(=O)=O)cc3)n2)c1	-2	1

# Next part:
ULK1 primary	ASK1 inh	structure
14	12	N[C@@H](Cc1ccccc1)c1nc2ccc(-c3ccncc3)cc2c(=O)[nH]1
-13	nt	c1ccc(-c2nc(NC3CC3)cc(-c3cccnc3)n2)cc1
14	7	CN(C)S(=O)(=O)c1ccc2c(c1)CC(c1nc3ccc(-c4ccnc(N)n4)cc3[nH]1)CO2 (configuration not stated)
15	nt	CCN1CCc2c(sc3[nH]c(=S)[nH]c(=S)c23)C1
-3	-2	O=C(NC1CC1)c1ccc(-c2cccc(C(=O)NCCOc3ccccc3)n2)cc1
0	6	c1cnc(Nc2nccc(NC3CC3)n2)cn1
15	4	CCS(=O)(=O)c1ccc(-c2ccnc(Nc3ccc(-n4ccnn4)cc3)n2)cc1
0	nt	O=S(=O)(Nc1ccc(-c2ccc(N3CCCCC3)nn2)cc1)c1ccc(F)cc1F
-24	-11	CC(=O)Nc1ccc(Nc2nc(-c3csc4ccccc34)nc3c2ncn3-c2ccsc2)cc1
-4	-4	Cc1cccc(CC(=O)Nc2cnn(-c3cccc(-c4cccnc4)c3)c2)c1
5	-9	Nc1nc(N2CCC(N3CCOCC3)CC2)nc2nc[nH]c12
-1	nt	O=C(CSC1=NC(=O)C(c2ccccc2)C(=O)N1)Nc1ccc(Br)cn1 (configuration not stated)
3	nt	O=C(O)C1CCN(c2ccc([N+](=O)[O-])cc2[N+](=O)[O-])CC1
-6	0	Cc1cc(Nc2ccc3c(c2)OCO3)nc(N2CCC(N3CCOCC3)CC2)n1
6	-1	COc1cccc(CN(CCN(C)C)C(=O)c2cn3ccc(-c4cn[nH]c4)cc3n2)c1
-8	-2	O=C(Nc1cnn(-c2cccc(C(=O)Nc3cccnc3)c2)c1)Nc1ccccc1Cl
6	-12	CC(C)n1c(-c2ccc(C(=O)NC3CC3)cc2)nc2c(Nc3ccc(N4CCOCC4)cc3)ncnc21
3	-4	O=C(NCc1cccnc1)c1ccnc(N2CCOCC2)c1
0	-10	O=C(Nc1ccc2[nH]ncc2c1)[C@H]1C[C@H](O)CN1C(=O)Cc1ccc(Br)cc1
-11	28	CCCNc1nc(Nc2cc(OC)c(OC)c(OC)c2)nc2c1ncn2C1CCCCC1
-3	0	CC(C)n1c(-c2ccccc2)nc2c(Nc3ccc(Oc4ccccc4)cc3)ncnc21
6	25	Cc1nn(C)c(C)c1-c1nc2ccc(C(=O)Nc3ccc(N4CCOCC4)cc3)cc2s1
-18	6	OCCNc1cc(NCCN2CCOCC2)ncn1
0	-10	c1ccc(OCCNc2nc(N3CCOCC3)nc3nc[nH]c23)cc1
16	13	COc1ccc(C(=O)Nc2nc3ccc(-c4ccncc4)cc3s2)cc1
-2	1	NC(=O)c1cccc(Nc2ccc(-n3ccnc3)cc2)c1
49*	25	O=C(Nc1cnn(-c2cccc(CNc3ccc(N4CCOCC4)cc3)c2)c1)Nc1ccccc1Cl
-5	8	O=C(NC1CC1)c1ccc2nc(NCCCN3CCCC3=O)sc2c1
8	16	COc1ccc(CCNC(=O)c2ccc3nc(Nc4ccc(N5CCOCC5)cc4)sc3c2)cc1
2	-6	Cc1ccc(C(=O)N2CCC(c3nc(-c4ccncc4)no3)CC2)cc1F

# Quoted at random: three records from the list
ULK1 primary	ASK1 inh	structure
5	5	COc1ccc(-c2ncc(C(=O)NCCCN3CCCC3=O)s2)cc1
0	-10	O=C(Nc1ccc2[nH]ncc2c1)[C@H]1C[C@H](O)CN1C(=O)Cc1ccc(Br)cc1
-1	nt	O=C(CSC1=NC(=O)C(c2ccccc2)C(=O)N1)Nc1ccc(Br)cn1 (configuration not stated)

# (next part)
ULK1 primary	ASK1 inh	structure
-18	-2	COc1ccc(-c2nc(Nc3ccc(NC(C)=O)cc3)c3ncn(C4CCCCC4)c3n2)cc1
-12	nt	Nc1ccc(C(=O)NCC(=O)O)cc1
-10	-13	CC(C)n1c(N2CCOCC2)nc2c(NCc3cccc(C(F)(F)F)c3)ncnc21
5	-16	OCCNc1nc(N2CCOCC2)nc2nc[nH]c12
2	11	O=C(Nc1ccc(-c2ccncc2)c(C(F)(F)F)c1)C1COc2ccccc2O1 (configuration not stated)
-1	-10	CCCNc1nc(NCCN2CCOCC2)nc2nc[nH]c12
17	3	c1ccc(OCCNc2nc(-c3ccccc3)nc3c2ncn3C2CCCCC2)cc1
-6	9	CCCNc1nc(OC)nc(-c2ccc(OC)cc2)n1
3	8	FC(F)(F)c1ccc(Cn2cnc3c(NC4CCN(Cc5ccccc5)CC4)nc(Nc4nccc5ccccc45)nc32)cc1
0	-11	CCCNc1ncnc2nc(-c3ccc(C(=O)NC4CC4)cc3)[nH]c12
0	-3	CCCNc1nc(N2CCN(c3ccccn3)CC2)ncc1C
-24	9	COc1ccc(CCNc2cc(NCCCN3CCCC3=O)ncn2)cc1
-8	-10	O=C(NCc1cccc(C(F)(F)F)c1)c1ccnc(Nc2ncccn2)c1
-2	-12	CC(C)n1c(Nc2nccc3ccccc23)nc2c(NCCN3CCOCC3)ncnc21
10	9	c1cc(-c2cncc(N3CCOCC3)c2)nc(Nc2ccc(-c3cnco3)cc2)n1
10	nt	O=C(Cn1c(CO)cnc1SCc1ccc(Br)cc1)NC1CC1
9	-21	CC(=O)Nc1ccc(Nc2ncnc3nc(N4CCC(N5CCOCC5)CC4)[nH]c23)cc1
-6	nt	O=C1c2ccccc2C(=O)N1C[N+](=O)[O-]
18	15	O=C1CCCN1CCn1cnc2c(NCc3nc4ccccc4[nH]3)nc(Nc3cccnc3)nc21
10	nt	O=C(O)Cn1cc(C=C2C(=O)NC(=S)NC2=O)c2ccccc21
-2	30	COc1cc(Nc2ncnc3c2nc(Nc2cccc(N(C)C)c2)n3C(C)C)cc(OC)c1OC
-10	-2	CC(C)N(CCNc1ncnc2c1nc(N1CCN(Cc3ccc4c(c3)OCO4)CC1)n2C(C)C)C(C)C
-9	23	COc1cc2nc(Nc3ccc(N4CCOCC4)cc3)nc(NCCc3ccc(O)cc3)c2cc1OC
4	-2	Cc1cnc(-c2ccccc2)nc1Nc1ccccc1
1	-5	O=C(NC1CCN(Cc2ccccc2)CC1)c1ccc2nc(NCc3cccnc3)sc2c1
-8	12	COc1cc(Nc2nc(NCCc3ccc(O)cc3)c3ncn(Cc4ccc(C(F)(F)F)cc4)c3n2)cc(OC)c1OC
-9	8	O=C(Nc1ccccc1)c1ccnc(-c2ccc(C(=O)NC3CC3)cc2)c1
-1	nt	CCOC(=O)c1cc(-c2ccccc2)nc2ccc(C)cc12
3	-14	COc1cc(Nc2cc(-c3ccc(C(=O)N4CCN(C)CC4)cc3)ncn2)cc(OC)c1OC
3	nt	COc1cc(CN2CCN(CC3CC=CCC3)CC2)cc(OC)c1O (configuration not stated)
-3	-17	Nc1nc(Nc2ccccc2)cc(N2CCN(Cc3ccc4c(c3)OCO4)CC2)n1
-4	-19	O=C(Nc1ccc2[nH]ncc2c1)C1CCN(C(=O)[C@H](O)COc2ccc(Br)cc2)C1 (some centres not stated)
-6	-7	COc1ccc(CCNc2cc(C)nc(NCc3cccnc3)n2)cc1
-13	-1	c1nc(NCCN2CCOCC2)c2[nH]c(Nc3ccc(N4CCOCC4)cc3)nc2n1
-4	9	O=C1CCCN1CCn1cnc2c(NC3CCN(Cc4ccccc4)CC3)nc(Nc3ccc(-n4ccnc4)cc3)nc21
0&-24	-2&16	COc1ccc2c(c1)CC(C(=O)Nc1cc(F)c(-c3cn[nH]c3)cc1N1CCC(O)CC1)CO2 (configuration not stated)
-2	nt	CCOC(=O)C1=C(C)NC2=C(C(=O)CC(C)(C)C2)C1c1ccccn1 (configuration not stated)
3	10	NC(=O)c1ccc(-c2nccc(NC3CC3)n2)cc1
-32	-6	O=C(Nc1cccc(-c2cnc(NC3CCC(O)CC3)c3nccn23)c1)Nc1cccc(C(F)(F)F)c1 (configuration not stated)
-37	1	O=C(NCCN1CCOCC1)c1cccc(-n2ncc3cc(Nc4ccccc4Cl)ccc32)c1
8	nt	COc1ccc(N2CCn3c(SCc4ccccc4)nnc32)cc1
8	-15	c1ccc(CN2CCC(Nc3cc(Nc4ccncn4)ncn3)CC2)cc1
1	nt	CCOc1ccc(CNCCCN2CCOCC2)cc1OC
17	15	CN(C)c1cccc(Nc2nc(C(=O)NCCOc3ccccc3)cs2)c1
1	-3	CN1CCN(C(=O)c2ccc(-c3cccc(C(=O)NCc4nc5ccccc5[nH]4)n3)cc2)CC1
-8	nt	CC(C)CC(NC(=O)OC(C)(C)C)C(=O)NC(CCC(=O)OCc1ccccc1)C(N)=O (configuration not stated)
1	8	c1ccc(-c2ccnc(Nc3ccc(-n4cnc(N5CCOCC5)n4)cc3)n2)c(-c2cn[nH]c2)c1
5	nt	CCc1c(C)nc(-n2nc(C)cc2C)n(CC(=O)Nc2ccc(OC)cc2OC)c1=O
-1	-5	CCN(CC)C(=O)C1CCCN(c2nc(C)cc(NCCCN3CCCC3=O)n2)C1 (configuration not stated)
6	2	O=C(NCc1cccnc1)c1ccc2nc(N3CCc4ccccc4C3)sc2c1

# (further entries)
ULK1 primary	ASK1 inh	structure
-41	-7	COc1cc(Nc2nc(-c3ccccc3)nc3c2ncn3C(C)C)cc(OC)c1OC
-3	-4	O=C(NCc1cccc(C(F)(F)F)c1)c1cccc(NCCCN2CCCC2=O)n1
1	20	COC(=O)c1ccc2c(c1)CC(c1nc3ccc(-c4ccnc(N)n4)cc3[nH]1)CO2 (configuration not stated)
-1	2	Cc1cc(NCc2ccccc2)nc(N2CCN(c3ccccn3)CC2)n1
-7	4	c1ccc(OCCNc2nc(-c3cccs3)nc3c2ncn3C2CCCCC2)cc1
9	nt	CC(C)C1C(=O)Nc2cc(S(C)(=O)=O)ccc2N1C(=O)c1ccccc1 (configuration not stated)
-8	-9	CCCNC(=O)c1cccc(Nc2nccc3ccccc23)n1
-6	nt	OCCN1CCN(CCCN2c3ccccc3C=Cc3ccccc32)CC1
8	9	O=C(NCCCN1CCCC1=O)c1cncc(-c2cccs2)c1
-26	18	O=C(Cc1cn(-c2ccc(NC3CCN(Cc4ccccc4)CC3)nn2)c2ccccc12)NC1CCN(Cc2ccccc2)CC1
3	-9	COc1ccc(-c2ccc(Nc3nccc(-c4ccc(S(C)(=O)=O)cc4)n3)nc2)cc1
-5	7	CC(C)n1c(-c2ccc(N3CCN(C)CC3)cc2)nc2c(NCCc3ccc(O)cc3)ncnc21
8	-3	CN(C)c1cccc(Nc2nccc(NCCN3CCOCC3)n2)c1
0	-5	Cc1cc(NC2CCN(Cc3ccccc3)CC2)nc(NCCN2CCOCC2)n1
5	-14	COc1cccc(CNC(=O)Nc2cc(C(F)(F)F)c(-c3cn[nH]c3)c(C(F)(F)F)c2)c1
-3	-13	CC(C)N(CCNC(=O)c1ccc2nc(-c3ccc(C(=O)N4CCN(C)CC4)cc3)sc2c1)C(C)C
0	0	Cc1nn(C)c(C)c1-c1nc(NCCOc2ccccc2)c2ncn(C3CCCCC3)c2n1
-2	-6	COc1cc2nc(N3CCc4ccccc4C3)nc(NCCO)c2cc1OC
-7	nt	CC(C)(C)c1ccc(C(=O)N2CCN(c3ccc(S(C)(=O)=O)cc3)CC2)cc1

# Compounds were not picked by outcome; any-hit rate near 2.6%.
